Bioassay records from PubChem.
KAT2A inh – qHTS Assay for Inhibitors of GCN5L2; 0.21% of 390,000 active; Potency, µM (series often up to 58.9 µM), for the others: at the highest dose activity change, negative = inhibition, usual class: inhibitors; Histone acetyltransferase KAT2A (Homo sapiens), Q92830; GCN5L2 HAT assay, ThioGlo1 CoA-SH fluorescence
Target sequence (Q92830 whole entry, looked up): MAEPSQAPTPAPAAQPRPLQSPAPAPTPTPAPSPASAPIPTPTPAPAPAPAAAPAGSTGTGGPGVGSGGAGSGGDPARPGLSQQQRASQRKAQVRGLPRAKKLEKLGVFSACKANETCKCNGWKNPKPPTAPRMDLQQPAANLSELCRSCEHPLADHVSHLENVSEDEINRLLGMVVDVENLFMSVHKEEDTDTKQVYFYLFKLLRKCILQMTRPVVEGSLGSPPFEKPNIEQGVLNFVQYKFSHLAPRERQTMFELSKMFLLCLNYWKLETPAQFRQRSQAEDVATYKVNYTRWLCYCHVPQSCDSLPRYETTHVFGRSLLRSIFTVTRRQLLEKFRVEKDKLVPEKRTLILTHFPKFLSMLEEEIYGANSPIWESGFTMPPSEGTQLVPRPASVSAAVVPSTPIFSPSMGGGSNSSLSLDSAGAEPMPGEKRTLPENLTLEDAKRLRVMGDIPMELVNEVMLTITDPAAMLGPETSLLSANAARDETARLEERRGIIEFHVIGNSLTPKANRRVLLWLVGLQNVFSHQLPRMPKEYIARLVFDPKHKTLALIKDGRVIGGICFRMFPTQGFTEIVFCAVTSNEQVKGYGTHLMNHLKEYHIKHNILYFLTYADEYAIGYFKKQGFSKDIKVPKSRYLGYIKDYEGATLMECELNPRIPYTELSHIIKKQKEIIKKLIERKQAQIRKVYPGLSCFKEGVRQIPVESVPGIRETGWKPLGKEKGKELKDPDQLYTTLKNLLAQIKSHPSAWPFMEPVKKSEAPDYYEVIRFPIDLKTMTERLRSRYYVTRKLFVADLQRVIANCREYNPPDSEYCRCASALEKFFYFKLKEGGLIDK
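Preincubate 20nM GCN5L2 with compound 15 min, RT → add 50uM ThioGlo1 + 75uM H3(1-25) + 70uM acetyl-CoA → read fluorescence 0 and 20 min. Primary qHTS; fluorescent artifacts likely.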
DT40 TDP1 CPT – qHTS for Inhibitors of human tyrosyl-DNA phosphodiesterase 1 (TDP1): qHTS in cells in presence of CPT | AID 686979, 2013 | Potency, µM (series often up to 46.2 µM), for the others: top-dose activity change, negative = growth inhibition, hits mostly inhibitors | chicken DT40 Tdp1-/-;hTDP1 cells + 20 nM CPT, ATP luminescence, 48 h | 12% of 420,000 active; note: nearly all actives have a fitted effect of over 55% in size
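Chicken DT40 Tdp1-/- cells complemented with human TDP1, 400 cells/well, exposed to compounds plus 20 nM camptothecin for at least 48 h at 37 C; viability read as ATP content by CellTiter-Glo luminescence.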
TDP1 cell noCPT – qHTS for Inhibitors of human tyrosyl-DNA phosphodiesterase 1 (TDP1): qHTS in cells in absence of CPT | DT40 Tdp1-/- hTDP1 cells, no CPT, ATP luminescence, 48 h | Potency, µM (highest dose often 46.2 µM), inactives show at the highest dose activity change, negative = growth inhibition, actives largely listed as inhibitors | 15% of 420,000 active | AID 686978, 2013; note: nearly all actives have a fitted effect of over 55% in size
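Growth kinetics read by CellTiter-Glo luminescence after ≥48 hr at 37 °C. Cells: DT40 Tdp1-/- stably carrying human TDP1, 400 per well, compound exposure in the absence of CPT (DMSO vehicle).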
* hit, by the source's call; ? = inconclusive; · = no result given; [ ] = remark or other dose. Calls come from the whole dose curve; as a rule, active = well fitted curve in the direction sought with a large enough effect; inconclusive = small, poorly fitted or top-dose-only effect, or another doubt; inactive = no such curve, though single readings can be large; an effect the other way counts as inactive or inconclusive. % is set by controls: 0 for no effect and ±100 for the full control effect; potency is the fitted concentration of half-maximal effect. Some of the compounds tested; the hit share may differ from the screen's.

Values run as follows: KAT2A inh, DT40 TDP1 CPT, TDP1 cell noCPT
- CCOC(=O)N1CCN(C(=O)c2ccc3c(=O)n(Cc4ccc(OC)cc4)c(=S)[nH]c3c2)CC1
  -4%, ?, ?
- O=c1oc2ccccc2c(NCc2cccc(F)c2)c1[N+](=O)[O-]
  -4%, -30%, 0%
- Cc1sc(N)nc1-c1ccc(Oc2ccccc2)cc1
  ?, ?, ?
- CC(C)OCCCNc1sc(S(=O)(=O)c2ccccc2)nc1S(=O)(=O)c1ccc(Cl)cc1
  -9%, ?, 18µM*
- Cc1sc2ncnc(N3CCC(C(=O)Nc4cc(Cl)ccc4Cl)CC3)c2c1C
  -7%, ?, ?
- O=C(Cc1ccc(Cl)cc1)Nc1ccc2nn(-c3ccccc3)nc2c1
  -1%, -30%, ?
- Cc1noc(C)c1S(=O)(=O)N(CC(=O)Nc1ccc2c(c1)OCCO2)c1ccc(C(C)C)cc1
  -10%, 21µM*, 15µM*
- COc1ccc(OC)c(S(=O)(=O)NC(=O)C2(C)CCN2C(=O)Cc2ccccc2)c1 (stereo unspecified)
  ·, -7%, -11%
- C[C@@H]1NC(=O)[C@@]2(C)[C@@H](c3ccccc3)[C@H]3COc4ccccc4[C@@H]3N2C1=O
  -3%, -12%, -4%
- Cc1cc(C)n(C(=O)c2ccc(C)c(S(=O)(=O)N3CCOCC3)c2)n1
  -2%, -3%, 0%
- CCCC(=O)Nc1ccc(C(=O)NNC(=O)c2cccs2)cc1
  -3%, ?, 3%
- CCOC(=O)c1ccc(NC(=O)Cc2ccc(-n3c(CC)nc4cccnc43)cc2)cc1
  1%, 18µM*, 26µM*
- Cc1nc(C)c(C(=O)Nc2ccccc2)s1
  -3%, -1%, -20%
- CCOC(=O)c1c(C)[nH]c(C(=O)COC(=O)c2ccc(O)cc2)c1C
  -2%, -21%, ?
- COc1ccc(NC(=O)CN(C)C(=O)c2n[nH]c3ccccc23)cc1
  -24%, -8%, -23%
- O=C(Nc1ccccc1C(=O)N1CCOCC1)c1cccnc1
  -23%, -2%, -2%
- CC(CCc1ccccc1)NC(=O)COC(=O)c1ccc(F)cc1 (stereo unspecified)
  24%, 4%, -1%
- CC(C)(C)NC(=O)C(c1ccc(C(F)(F)F)cc1)n1c(=O)c(-c2cc3ccccc3[nH]2)nc2ccccc21 (stereo unspecified)
  ·, ?, ?
- CCOc1ncccc1C(=O)Nc1ccc(C)c(S(=O)(=O)N2CCCCCC2)c1
  -10%, 18µM*, ?
- O=c1cc(CN2CCOCC2)c2ccc(O)c(O)c2o1
  -16%, ?, ?
- Cc1ccccc1-n1nc2c(c1NC(=O)CC(C)C)CS(=O)C2 (stereo unspecified)
  -3%, -5%, 24%
- Cc1ccc(N=C2NC(=O)C(CC(=O)NCc3ccccc3)S2)cc1C (stereo unspecified)
  -1%, -29%, -21%
- COc1cc([C@H]2c3c(cc(OC)c(O)c3OC)C[C@@H](CO)[C@@H]2CO[C@@H]2O[C@H](CO)[C@@H](O)[C@H](O)[C@H]2O)cc(OC)c1O
  -1%, -4%, 1%
- Cc1cc(NC(=O)CS(=O)CC(=O)Nc2c(C)cccc2C)ccc1-n1cnnn1 (stereo unspecified)
  -5%, 0%, 1%
- O=C(CNc1ccccc1Cl)Nc1cc(S(=O)(=O)N2CCOCC2)ccc1Cl
  -2%, -16%, ?
- NC(=O)CCC(NS(=O)(=O)c1ccc(Cl)cc1)C(=O)NCc1ccc(Cl)cc1 (stereo unspecified)
  2%, ?, -27%
- COc1ccc(-c2nnn(CC(=O)N(CCCO)C(C(=O)NC3CCCC3)c3ccc(F)cc3)n2)cc1 (stereo unspecified)
  -2%, 8%, ?
- Cc1ccc(-c2nn3c(C)nnc3s2)cc1NC(=O)C(C)C
  -7%, 20%, 12%
- NC(=S)NNc1cccc(Cl)c1
  -6%, 16µM*, 15µM*
- COc1ccc(NC(=O)Cn2nc(C)c3nn(-c4ccc(Cl)cc4)c(C)c3c2=O)cc1
  -7%, ?, ?
- NC1=NC(=O)C(Cc2ccc(OC(F)(F)F)cc2)S1 (stereo unspecified)
  35%[activator], -16%, 5%
- CC(C)N(Cc1cc2ccccc2[nH]c1=O)C(=O)c1cccnc1
  0%, 4%, -4%
- CCOC(=O)c1c(NC(=O)CSc2nnc(-c3ccco3)o2)sc(C)c1C
  -11%, -29%, -20%
- COc1ccc(N(CC(=O)Nc2cc(C(=O)O)ccc2C)S(=O)(=O)c2c(C)noc2C)cc1
  -1%, 5%, -5%
- CCC/C(=C1/C(=O)CC(C)(C)C(C(=O)OC)C1=O)N1CCCC1 (stereo unspecified)
  -4%, -7%, -2%
- CCOC(=O)N1CCC(NC(=S)Nc2ccc3nc(N4CCN(C)CC4)cc(C)c3c2)CC1
  -4%, -18%, ?
- Cc1cc(C)nc(N2CCC(C(=O)O)CC2)n1
  2%, 2%, 0%
- COc1cccc(CNC(=O)Cn2cccc2)c1
  0%, 1%, -2%
- Cc1cc(C)c(S(=O)(=O)NCc2ccncc2)c(C)c1
  -6%, 7.3µM*, 7.3µM*
- CCOc1ccc(C(=O)Nc2ccc3[nH]ncc3c2)cc1
  3%, ?, 0%

Six entries already listed, sorted by count of non-hydrogen atoms, lowest first:
Values run as follows: KAT2A inh, DT40 TDP1 CPT, TDP1 cell noCPT
- COc1cccc(CNC(=O)Cn2cccc2)c1
  0%, 1%, -2%
- CC(C)N(Cc1cc2ccccc2[nH]c1=O)C(=O)c1cccnc1
  0%, 4%, -4%
- CCOC(=O)c1c(NC(=O)CSc2nnc(-c3ccco3)o2)sc(C)c1C
  -11%, -29%, -20%
- COc1ccc(NC(=O)Cn2nc(C)c3nn(-c4ccc(Cl)cc4)c(C)c3c2=O)cc1
  -7%, ?, ?
- COc1ccc(-c2nnn(CC(=O)N(CCCO)C(C(=O)NC3CCCC3)c3ccc(F)cc3)n2)cc1 (stereo unspecified)
  -2%, 8%, ?
- COc1cc([C@H]2c3c(cc(OC)c(O)c3OC)C[C@@H](CO)[C@@H]2CO[C@@H]2O[C@H](CO)[C@@H](O)[C@H](O)[C@H]2O)cc(OC)c1O
  -1%, -4%, 1%

As entered above:
CC(CCc1ccccc1)NC(=O)COC(=O)c1ccc(F)cc1 (stereo unspecified) in DT40 TDP1 CPT has 4%
Cc1ccccc1-n1nc2c(c1NC(=O)CC(C)C)CS(=O)C2 (stereo unspecified) in KAT2A inh has -3%
COc1cc([C@H]2c3c(cc(OC)c(O)c3OC)C[C@@H](CO)[C@@H]2CO[C@@H]2O[C@H](CO)[C@@H](O)[C@H](O)[C@H]2O)cc(OC)c1O in TDP1 cell noCPT has 1%
Cc1cc(C)c(S(=O)(=O)NCc2ccncc2)c(C)c1 in KAT2A inh has -6%
Cc1ccc(N=C2NC(=O)C(CC(=O)NCc3ccccc3)S2)cc1C (stereo unspecified) in TDP1 cell noCPT has -21%

Later entries:
Values run as follows: KAT2A inh, DT40 TDP1 CPT, TDP1 cell noCPT
- CCC1(c2ccccc2)NC(=O)N(CC(=O)N2CCN(S(=O)(=O)c3ccccc3)CC2)C1=O (stereo unspecified)
  -2%, -15%, -9%
- NS(=O)(=O)c1ccc(NC(=O)Nc2ccc3c(c2)OCO3)cc1
  3%, 4%, 3%
- O=C(O)CCC(=O)Nc1ccc(Cc2ccc(NC(=O)CCC(=O)O)c(O)c2)cc1O
  -2%[0.501 µM], -10%, -21%
- CC1CCN(S(=O)(=O)c2ccc(NC(=O)CCN3C(=O)C4CC=CCC4C3=O)cc2)CC1 (stereo unspecified)
  -5%, -14%, -17%
- O=C(Nc1ccc2c(c1)OCO2)c1cccc(S(=O)(=O)N2CCOCC2)c1
  ·, 6%, -10%
- O=C(CN1C(=O)COc2ccccc21)NCCCN1CCc2ccccc2C1
  3%, ?, -16%
- COc1coc(C(O)CN)cc1=O (stereo unspecified)
  -8%, -7%, -4%
- CCOc1ccccc1NC(=O)CN1CCC(NC(=O)Nc2ccccc2)CC1
  -2%, ?, ?
- Cc1nnc2n(-c3ccccc3)c(=O)c3c4c(sc3n12)COC(C(C)C)C4 (stereo unspecified)
  -3%, -22%, -27%
- Cn1cnc(S(=O)(=O)N2CCCCC2c2cc(C(=O)NCc3ccc(Cl)c(Cl)c3)no2)c1 (stereo unspecified)
  ·, ?, 6.5µM*
- COc1ccccc1-c1nc(C#N)c(NCCCn2ccnc2)o1
  -13%, -6%, 10%
- CC(=O)NC(CC(=O)Nc1nc(-c2ccccc2)c(C(C)=O)s1)c1ccccc1 (stereo unspecified)
  -6%, -15%, -17%
- CCCn1c(SCC(=O)C(C)(C)C)nc2ccccc21
  1%, 19%, -1%
- Cc1ccccc1-c1cc(N(C)Cc2ccco2)ncn1
  -4%, ?, -8%
- CC(C)(C)OC(=O)C[C@H]1C/C=C\C[C@@H](CC(=O)N(CCO)Cc2ccccc2)C(=O)N[C@@H](c2ccccc2)COC1=O
  -1%, ?, ?
- CCc1cccc2c(C(=O)Cn3nnc(-c4ccc(OC)c(OC)c4)n3)c[nH]c12
  -3%[0.501 µM], ?, ?
- C/C(=N\Nc1nc(C)cc(-c2ccccc2)n1)c1ccc(F)cc1
  -1%, ?, 7.3µM*
- O=C(c1ccc(N2CCN(C(=O)c3ccc(F)c(F)c3)CC2)cc1)c1cccc(F)c1
  -10%, 23µM*, 13µM*
- Cc1ccc(OCC(=O)c2cc(C)n(CC(F)(F)F)c2C)c([N+](=O)[O-])n1
  -9%, -1%, ?
- O=C(C1CCCN1S(=O)(=O)c1ccc(Cl)cc1)N1CCN(c2ccccc2)CC1 (stereo unspecified)
  -2%, -6%, ?
- Cn1c(=O)c2c(ncn2Cc2cc(-c3ccccc3)no2)n(C)c1=O
  -10%, ?, 26µM*
- CCN1CCN(C(c2ccccc2)c2c(O)cc(C)n(Cc3ccco3)c2=O)CC1 (stereo unspecified)
  -6%, -16%, -1%
- Cc1cccc(CCNC(=O)c2cccc(N3CCCC3=O)c2)c1
  -12%, -4%, -4%
- CCOC(=O)C(C)N1CC(=O)N(c2ccccc2)C1=O (stereo unspecified)
  ·, 3%, -9%
- O=C(NCCN1C(=O)C2C3C=CC(C3)C2C1=O)NCc1ccccc1 (stereo unspecified)
  -3%, -10%, -11%
- CCOC(=O)Cc1csc(NC(=S)NC(=O)c2ccc(F)cc2)n1
  0%, -1%, -24%
- CCOC(=O)C1(Cc2ccccc2)CCN(Cc2ccc3cc(NC(C)=O)ccc3n2)CC1
  -5%, -26%, ?
- Cc1ccc2[nH]c(=O)c(-c3nc4c(C)cccn4c3NCc3ccco3)cc2c1
  -5%, ?, ?
- C/C(=N/Nc1ccccc1[N+](=O)[O-])c1ccc(C)c([N+](=O)[O-])c1
  0%, ?, -22%
- CCC(C)Sc1c(C(C)C)cnc2c1c(=O)n(C)c(=O)n2C (stereo unspecified)
  -8%, 23µM*, 13µM*
- CC(=O)c1ccc(NC(=O)c2ccc(-c3nc(CSc4ccc(C)cc4)c(C)o3)cc2)cc1
  -20%, ?, ?
- CC(C)C(=O)NCCCc1ccccc1
  -5%, 9%, -8%
- O=C(CCl)NCCCN(C(=O)C(Cl)Cl)c1ccc([N+](=O)[O-])cc1
  -2%, 9.2µM*, 13µM*
- O=C(NCCN1CCN(c2ccccc2)CC1)c1ccc(NC(=O)C2CCCO2)cc1 (stereo unspecified)
  -5%, -18%, -18%
- CN1C(=O)NC(c2ccccc2[N+](=O)[O-])C2=C1CC(C)(C)CC2=O (stereo unspecified)
  23%, 28%, 18%
- O=C(CCC1CCCN(C2C3CC4CC(C3)CC2C4)C1)NCc1ccc(F)c(F)c1 (stereo unspecified)
  -22%, -19%, -8%
- CCS(=O)(=O)NC(C)C(c1cccs1)N1CCN(c2ccc(OC)cc2)CC1 (stereo unspecified)
  -1%, 21µM*, 23µM*
- Cc1ccc(C)c(S(=O)(=O)N2CCN(C(=O)c3ccc(N4CCCC4)c([N+](=O)[O-])c3)CC2)c1
  -15%, ?, ?
- COc1cc(OC)cc(C(=O)N[C@H](C(=O)OCC(=O)Nc2cccc(F)c2)C(C)C)c1
  -10%, -23%, ?
- CN(C)c1ccc(-c2ccc3c(=O)c4ccccc4n(C)c3c2)cn1
  -3%, ?, ?
- CC(=O)n1c2ccccc2c2nc3ccccc3nc21
  ?, -5%, 7%

Entries of single compounds, looked up by structure.
Cc1ccc2[nH]c(=O)c(-c3nc4c(C)cccn4c3NCc3ccco3)cc2c1 reads KAT2A inh = -5%; DT40 TDP1 CPT = ?; TDP1 cell noCPT = ?
CCS(=O)(=O)NC(C)C(c1cccs1)N1CCN(c2ccc(OC)cc2)CC1 (stereo unspecified) reads KAT2A inh = -1%; DT40 TDP1 CPT = 21µM*; TDP1 cell noCPT = 23µM*
